TDP2 absorb = TDP2 (human) inhibition, absorbance primary screen; O95551; recombinant TDP2, T5PNP hydrolysis, p-nitrophenol absorbance 415 nm; inhibition, % at 12.8 µM; actives 0.34% (n = 370,000); AID 720702;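 active means inhibition above the mean of all tested compounds plus 3 SD, set per campaign, cut at about 25% in these data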;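 further: 0% = DMSO with enzyme and 100% = buffer with substrate but no TDP2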
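System – recombinant human TDP2 · Quantity – TDP2 enzyme at 120 nM final · Doses – single concentration, 12.8 µM nominal, with 1% DMSO · Incubation – 2 h at 37 °C · Measured by – epi absorbance of p-nitrophenol freed from T5PNP by hydrolysis · Read-out – % inhibition relative to enzyme-containing and enzyme-free wells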
PLCg1 inh = blocks human PLC-gamma1 enzyme activity | purified PLC-gamma1, fluorogenic substrate, fluorescence | actives 0.84% (n = 370,000) | P19174 | inhibition, % at 12.2 µM | AID 720700; in the data active means inhibition above about 9.5%
proKLK7 act = proKLK7 (human) activation, primary screen. P49862. purified proKLK7, EDANS-DABCYL substrate fluorescence; 100% is mature enzyme control, 0% vehicle. activation, % at 7 µM. actives 0.9% (n = 370,000);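 active means activation above the mean of all tested compounds plus 3 SD, computed per campaign excluding outliers beyond control limits, cut at about 13% in these data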
ADAM10 inh = inhibits human ADAM10 | actives 0.62% (n = 370,000) | recombinant ADAM10, EDANS/DABCYL FRET peptide cleavage, 3 h | O14672 | inhibition, % at 7 µM;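 active means inhibition above a per-campaign cutoff equal to the mean of compounds falling between control-based bounds plus 3 SD, cut at about 20% in these data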;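 further: 0% = DMSO wells while the 100% control is not disclosed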
ARFGAP1 inhibitor = inhibits rat ARF GTPase activating protein 1; AID 651572; Arfgap1-stimulated ARF1 GTP hydrolysis, GDP FP detection; inhibition, % at 16.5 µM; Q62848; actives 0.26% (n = 360,000);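 active means inhibition above a per-plate limit, mean inhibition of low control wells plus 3 SD, cut at about 25% in these data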;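 further: 0% = DMSO wells with enzyme and 100% = wells lacking Arfgap1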
Target sequence (Q62848 1-136 limits assumed): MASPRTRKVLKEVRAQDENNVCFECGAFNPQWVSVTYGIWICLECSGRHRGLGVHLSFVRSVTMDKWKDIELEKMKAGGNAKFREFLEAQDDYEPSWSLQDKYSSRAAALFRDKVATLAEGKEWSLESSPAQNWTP
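Material: rat Arfgap1 catalytic domain, aa 1-136; also added: human ARF1(Δ1-17)-GTP substrate; compound dosing: one concentration, 16.5 µM, DMSO 1.26%; incubation: GTP hydrolysis reaction 2 h at 25 °C; measured by: Tracer-displacement fluorescence polarization with EDTA stop, 620/688 nm; evaluation: % inhibition from polarization; repeats: one replicate per compound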
LEDGF integ inh = blocks HIV-1 LEDGF/p75-dependent DNA integration; TR-FRET IN-LEDGF/p75 DNA integration, Eu/Cy5; inhibition, % at 3.7 µM; actives 0.64% (n = 370,000);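 active means inhibition above the screen-wide mean plus 3 SD, cut at about 13% in these data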;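 further: signal is the Cy5 over europium emission ratio at 671 and 618 nm; 0% = plate median of compound wells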
Tn7 DDE FP = inhibitors of Tn7 peptide binding to human fibrin DD(E); actives 0.13% (n = 370,000); P02675; inhibition, % at 8.3 µM; FP displacement of FITC-Tn7 peptide from fibrin DD(E); 0% = median of compound wells per plate;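 active means inhibition above the mean of compounds falling within the control limits plus 3 SD of them, cut at about 14% in these data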;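 further: 0% = plate median of compound wells and 100% = 10 µM Aha-Tn7 peptide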
Target sequence (P02675 whole entry, looked up): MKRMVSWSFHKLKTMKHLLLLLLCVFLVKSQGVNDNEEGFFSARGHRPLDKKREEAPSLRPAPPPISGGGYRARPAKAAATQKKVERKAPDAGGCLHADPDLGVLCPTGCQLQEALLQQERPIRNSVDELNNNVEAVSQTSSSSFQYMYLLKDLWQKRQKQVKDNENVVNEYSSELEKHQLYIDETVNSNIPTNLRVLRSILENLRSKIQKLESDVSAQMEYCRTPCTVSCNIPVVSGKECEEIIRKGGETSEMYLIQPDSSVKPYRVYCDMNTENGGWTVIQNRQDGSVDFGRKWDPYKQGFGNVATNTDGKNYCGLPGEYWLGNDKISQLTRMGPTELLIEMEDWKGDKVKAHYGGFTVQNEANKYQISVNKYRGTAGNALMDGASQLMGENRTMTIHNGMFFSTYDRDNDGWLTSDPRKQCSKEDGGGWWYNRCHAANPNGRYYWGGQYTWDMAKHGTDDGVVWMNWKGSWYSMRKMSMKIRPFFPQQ
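Measure: % inhibition scaled between sample-field median and high-control FP; Test system: human fibrin DD(E); Quantity: 2 µM final DD(E) protein; Doses: one dose, 8.3 µM nominal; Schedule: compound with protein 10 min, then 3 h after probe, room temperature; Detection: fluorescence polarization; Medium: Tris buffer with calcium and detergent, pH 7.8.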
ASAP1 inh = blocks human ASAP1-stimulated Arf1 GTP hydrolysis. Q9ULH1. GDP FP detection. inhibition, % at 16.5 µM. actives 0.19% (n = 360,000). AID 624377; in the data active means inhibition above about 25%;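 further: 0% = vehicle with enzyme and substrate and 100% = no enzyme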
Target sequence (Q9ULH1 325-724 limits assumed): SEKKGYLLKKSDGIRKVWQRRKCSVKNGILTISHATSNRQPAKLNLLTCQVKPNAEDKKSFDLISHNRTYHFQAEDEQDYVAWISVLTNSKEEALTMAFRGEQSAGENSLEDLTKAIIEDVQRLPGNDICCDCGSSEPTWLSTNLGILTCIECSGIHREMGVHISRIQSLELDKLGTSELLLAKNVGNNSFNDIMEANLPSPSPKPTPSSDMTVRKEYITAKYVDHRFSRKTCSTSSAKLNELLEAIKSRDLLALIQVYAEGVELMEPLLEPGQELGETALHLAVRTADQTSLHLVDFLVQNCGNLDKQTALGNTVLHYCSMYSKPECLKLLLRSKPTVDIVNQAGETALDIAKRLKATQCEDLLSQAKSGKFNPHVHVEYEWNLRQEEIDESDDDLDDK
DDE Tn6 FP inh = disrupts Tn6 cyclic peptide binding to fibrin D-Dimer-E complex; P02675; Fibrin DD(E) TRITC-Tn6 fluorescence polarization displacement; inhibition, % at 8.3 µM; actives 0.21% (n = 370,000); AID 720509;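 active means inhibition above a per-campaign cutoff: mean of compounds within control limits plus 3 SD, cut at about 15% in these data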;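 further: 0% = median of all compound wells on the plate and 100% = blocking peptide control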
ADAM17 inh = inhibitors of human ADAM17 | P78536 | recombinant ADAM17, EDANS/DABCYL FRET peptide cleavage | inhibition, % at 6.95 µM | actives 0.83% (n = 370,000) | AID 720648;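 active means inhibition above the mean of compounds lying between control limits plus 3 SD, set per campaign, cut at about 8.5% in these data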;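 further: 0% = DMSO-only wells as the low control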
Numbers without * were called inactive; i = inactive; . = no result given. An unsorted share of the library; 4.2% or so of the library scored in one or more.

SMILES	TDP2 absorb	PLCg1 inh	proKLK7 act	ADAM10 inh	ARFGAP1 inhibitor	LEDGF integ inh	Tn7 DDE FP	ASAP1 inh	DDE Tn6 FP inh	ADAM17 inh
CC(C)CNC(=O)NC(=O)COC(=O)c1cccc(NS(=O)(=O)c2ccc(F)c(F)c2)c1	7	-1	-0.3	0	-1	0	0	-8	0	3
CC(C)=CC(=O)Nc1ccc2c(c1)OCO2	-15	-4	-0.1	-2	-2	4	-2	1	-4	-1
COc1ccc(CCNC(=O)C2CCN(S(=O)(=O)c3cnc[nH]3)CC2)cc1OC	1	-2	-0.3	-1	5	0	-3	4	2	-4
CN(CC(=O)Nc1ccccc1Br)C(=O)CCC1CCCC1	5	0	-0.2	-10	-14	1	-10	3	-7	-7
CN(CC(=O)Nc1ccc(F)c(F)c1F)C(=O)C1(c2ccccc2)CC1	-2	-1	0.5	-8	1	-5	4	4	-7	-2
O=C(O)c1ccccc1S(=O)(=O)c1ccccc1CO	-2	3	0.4	17	9	-1	-8	7	-3	1
CCOC(=O)N1CCN(C(=O)c2ccccc2NC(=O)c2ccccc2Cl)CC1	-6	4	-0.5	-14	-4	-1	-3	16	1	-4
CN=c1c([N+](=O)[O-])nn(-c2ccc3c(c2)OCCO3)n1O	5	2	0.4	0	5	-2	3	-7	-9	-4
CCCCS(=O)(=O)NC(=O)C1(C)CCN1C(=O)C/C=C/c1ccccc1 (stereo not drawn)	4	-3	-1.2	4	8	4	-6	-12	-5	-1
COc1ccc(-c2ccc(-c3noc(-c4ccccc4OC)n3)c(OC)n2)cc1	-3	-93	-45	-375	3	5	-9	4	-4	-132
NC1=C(Br)C(=O)c2ncccc2C1=O	62*	9.5*	-0.5	-21	3	29*	3	28*	-7	0
COc1ccc(C(C(=O)NC(C)(C)C)N(C(=O)Cn2nnc3ccccc32)c2cccc(C(C)=O)c2)cc1O (stereo not drawn)	2	0	0.8	-9	8	-4	-3	12	5	-3

Single values from the results shown.
Under TDP2 absorb, COc1ccc(C(C(=O)NC(C)(C)C)N(C(=O)Cn2nnc3ccccc32)c2cccc(C(C)=O)c2)cc1O (stereo not drawn) is listed with 2
Under ARFGAP1 inhibitor, CC(C)=CC(=O)Nc1ccc2c(c1)OCO2 is listed with -2

Following part.
SMILES	TDP2 absorb	PLCg1 inh	proKLK7 act	ADAM10 inh	ARFGAP1 inhibitor	LEDGF integ inh	Tn7 DDE FP	ASAP1 inh	DDE Tn6 FP inh	ADAM17 inh
COc1ccc(-c2c(C#Cc3ccsc3)c3cc(-c4ccc5c(c4)OCO5)ccc3n2C)cc1	-4	-16	-1.5	-19	-4	1	0	20	-7	-4
COc1cc(C(=O)O)nc2ccccc12	11	1	-0.1	5	1	3	2	-4	-2	-7
CCOC(=O)c1ccc(NC(=O)CN2CCc3ccccc3C2)cc1	6	-3	-0.2	2	7	-1	0	-7	2	1
COc1cc(OC)c(NC(=O)CC2SC(N)=NC2=O)cc1Cl (stereo not drawn)	-2	2	-0.1	-10	6	4	-3	-4	-2	-3
Cc1ccc(C)c(NC(=O)C(OC(=O)c2cc[n+]([O-])cc2)c2ccccc2)c1 (stereo not drawn)	4	1	-0.1	-1	13	0	1	14	4	-3
COc1ccc(N2C(=O)[C@H]3CCC=C[C@H]3[C@@H]2c2ccccc2Br)cc1	7	1	-0.5	-5	-3	-1	6	18	-2	-3
CCn1c(SCC(=O)Nc2nc(C)cs2)nnc1-c1cccnc1	-2	-1	0.4	7	-8	-3	3	-3	0	-4
Nc1cc(C(=O)O)ccc1Nc1ccc(F)c(F)c1	1	-59	0.9	-61	-4	-4	-3	-6	1	-17
Cc1nn(C)cc1CNC(=O)c1cccc(Cl)c1	-1	1	-0.1	5	-2	0	-2	-7	-4	-2
Cc1cccc(N(CC(=O)NC2CCCC2)C(=O)c2csnn2)c1C	-17	5	0.3	-1	9	0	-12	-2	2	2
Cc1cc(C)nc(SCC(=O)c2ccc(F)cc2F)n1	13	-1	0.4	-8	-3	-2	-11	-2	-1	-6
COc1ccc(OC)c(NC(=O)CN(c2ccc(C)cc2)S(=O)(=O)c2c(C)n[nH]c2C)c1	-2	1	-0.5	9	10	2	-6	20	-1	0
COc1ccccc1/C=C/C(=O)NCC(=O)N1CCC(N(C)C2CCCC2)CC1	-5	-9	0.2	-45	-8	1	-6	11	-4	-14
CC(Cc1c[nH]c2ccccc12)NC(N)=O (stereo not drawn)	3	1	0.4	-4	6	-1	7	-3	12	-4
COc1ccc(S(=O)(=O)N2CCCC(C(=O)NCc3ccccn3)C2)cc1Cl (stereo not drawn)	-7	1	0.0	-12	-1	-3	5	-19	6	-4
O=C1CCC([N+](=O)[O-])C(c2ccccc2F)N1 (stereo not drawn)	-12	5	0.0	-3	3	-1	3	1	9	0
COc1cccc(C2C(C(=O)c3ccc(C)o3)=C(O)C(=O)N2CCN2CCOCC2)c1OC (stereo not drawn)	7	-6	0.5	-3	6	0	-10	6	-3	-6
CC1=C(C(=O)N2CCOCC2)CC(CC(=O)NCc2ccco2)C(=O)N1CCC1=CCCCC1 (stereo not drawn)	1	-2	0.0	1	-10	-3	1	11	-2	-2
Cc1cc(C)cc(NC(=O)CCc2c(C)nn(-c3ccc(N4CCCCC4)nn3)c2C)c1	-16	-3	-0.1	5	4	-2	-8	2	0	2
Cc1cc(NCc2ccccc2)n2ncnc2n1	4	0	0.0	0	-4	1	2	5	-6	-2
CCOc1ccc(C(=O)Nc2ccc3c(c2)OCCO3)cc1OC	0	2	-0.2	-6	14	-3	0	8	3	-3
Cc1ccc(NC(=O)Cc2nc(CSc3nnc(-c4ccc5c(c4)OCO5)o3)cs2)cc1	-2	0	0.2	-11	0	-2	-4	-1	-6	-3
Cc1ccc(S(=O)(=O)Nc2ccc(N3CCOCC3)cc2)cc1	-3	1	-0.7	2	-5	1	-7	0	2	2
CCOc1ccc2nc(SCC(=O)Nc3ncccn3)[nH]c2c1	-21	11*	-0.2	3	10	0	-2	1	2	7
O=C1c2ccccc2C(=O)N1/N=C/c1ccc(O)c(O)c1	10	-1	-0.5	0	9	30*	1	1	-2	2
Cc1ccn2c(-c3n[nH]c(=S)n3C)c(C)nc2c1	7	2	0.2	-3	4	-2	2	-4	2	-2
COc1ccc(/C=N/n2cncn2)cc1Cn1cc([N+](=O)[O-])cn1	3	1	0.0	1	-1	-2	6	-4	0	-2
COC(=O)c1sccc1NC(=O)c1ccnn1C	5	1	0.7	-2	8	-5	0	8	-1	-7
O=C(N/N=C/c1ccccn1)C1CC1	-1	2	0.3	-12	-11	0	1	1	11	-5
Cc1ccc(NC(=O)CN(C)C(=O)C(C)OC(=O)CNC(=O)c2ccc(Cl)c([N+](=O)[O-])c2)cc1 (stereo not drawn)	-9	2	-0.1	2	-8	1	-4	11	-2	1
COc1ccc(CCNC(=O)CCCOc2cc(=O)n(C)c3ccccc23)cc1OC	-2	8	-0.1	0	2	4	7	-1	3	-1
COc1ccc2oc(C(=O)OCC(=O)N(C)C3CCCCC3)c(C)c2c1	2	-104	-2.9	-251	-5	-5	8	7	-8	-88
CCCC[C@H]1C2CC(OC(=O)Nc3ccc(Cl)cc3)C(C2)[C@H]2CCCCN21 (stereo partly drawn)	3	1	0.0	-6	.	-6	2	.	2	-3
COc1ccc(C2OCC3(CO2)SC(N)=NC3=O)cc1 (stereo not drawn)	-1	2	0.0	3	12	3	4	-8	4	-1
COc1cc(OC)cc(C(=O)NCC2CCN(C(=O)C(=O)c3cccs3)CC2)c1	-4	5	0.4	-7	4	0	-6	2	-9	2
CCN1CCN(c2nc3ccccn3c(=O)c2C=O)CC1	7	-97	4.7	-70	-5	-3	6	12	3	-34

Overlap with the part before: 3 entries; new compounds follow.
SMILES	TDP2 absorb	PLCg1 inh	proKLK7 act	ADAM10 inh	ARFGAP1 inhibitor	LEDGF integ inh	Tn7 DDE FP	ASAP1 inh	DDE Tn6 FP inh	ADAM17 inh
COc1ccc(C2OCC3(CO2)SC(N)=NC3=O)cc1 (stereo not drawn)	-1	2	0.0	3	12	3	4	-8	4	-1
COc1cc(OC)cc(C(=O)NCC2CCN(C(=O)C(=O)c3cccs3)CC2)c1	-4	5	0.4	-7	4	0	-6	2	-9	2
CCN1CCN(c2nc3ccccn3c(=O)c2C=O)CC1	7	-97	4.7	-70	-5	-3	6	12	3	-34
CCCCC(=O)NC(Nc1ccc(C)cn1)(C(=O)OCC)C(F)(F)F (stereo not drawn)	5	3	0.2	-5	-7	-2	10	10	-11	-4
CCC[C@@H]1CCCO[C@@](C(=O)NCc2cc(C)n(C)n2)(C(F)(F)F)C1	4	2	0.5	-2	-11	3	1	-1	15	-6
CCCN1CCC(=NNC(=O)c2ccc(Br)o2)CC1	-6	-4	-0.3	-20	7	0	6	-8	-1	-1
C[C@@H]1CN([C@@H](C)CO)C(=O)CCCn2nncc2CO[C@H]1CN(C)C(=O)Nc1ccnc(N2CCOCC2)c1	10	-1	-0.1	-7	4	-5	-2	6	2	-2
CC1=C(C(=O)OCC2CCCO2)C(c2ccccc2OC(C)C)C2=C(CC(c3ccco3)CC2=O)N1 (stereo not drawn)	-5	-324	-8.0	-294	-2	-2	6	-9	-4	-112
COc1ccc(C=O)cc1OS(=O)(=O)c1ccc(NC(C)=O)cc1	-5	3	-0.1	0	4	0	5	0	8	0
Cn1c(Cc2nc3ccccc3n2C)nc2ccccc21	1	0	0.1	-1	-5	-2	0	-1	-4	-3
Cc1cc(S(=O)(=O)N(Cc2ccccc2Cl)c2ccc3c(c2)CCC3)ccc1-n1cnnn1	-14	3	-0.9	-7	5	-6	-3	-8	-1	-7
C=CCn1c(CCSCc2ccccc2)n[nH]c1=S	4	1	-0.1	-1	3	0	-1	3	6	-3
CC(C)CNc1cccc2c1S(=O)(=O)N[C@@H](C)CO2	-4	-1	0.1	-14	12	3	-1	2	-10	-3
Cc1nc(NCC2CCCO2)c2nnn(Cc3ccccc3)c2n1 (stereo not drawn)	12	2	-0.3	-9	-4	-1	-9	-4	-2	-1
O=C(O)c1cc(-c2ccco2)nn1-c1ccc(Cl)cc1	-6	-6	0.0	-11	2	3	-8	6	4	-5
COc1ccc(CCNC(=O)c2cccnc2)cc1	8	1	0.0	6	0	-7	1	11	-1	-4
Fc1ccc(-n2c(-c3cccs3)nc3nc4ccccc4nc32)cc1	-15	-74	-0.5	i	-11	4	-1	4	-5	-195
